ALOX12 inhib = inhibitors of human 12-lipoxygenase (ALOX12) | purified 12-hLO, xylenol orange hydroperoxide absorbance | Potency, µM (highest dose often 57.1 µM), without a hit: at the top dose activity change, negative = inhibition, most hits filed as inhibitors | 150,000 tested, 0.12% active; further: potency means the concentration at half of the fitted maximal effect; nearly all actives have a fitted effect of over 55% in size; many of its hits are not listed in these tables
Target sequence (P18054 whole entry, looked up): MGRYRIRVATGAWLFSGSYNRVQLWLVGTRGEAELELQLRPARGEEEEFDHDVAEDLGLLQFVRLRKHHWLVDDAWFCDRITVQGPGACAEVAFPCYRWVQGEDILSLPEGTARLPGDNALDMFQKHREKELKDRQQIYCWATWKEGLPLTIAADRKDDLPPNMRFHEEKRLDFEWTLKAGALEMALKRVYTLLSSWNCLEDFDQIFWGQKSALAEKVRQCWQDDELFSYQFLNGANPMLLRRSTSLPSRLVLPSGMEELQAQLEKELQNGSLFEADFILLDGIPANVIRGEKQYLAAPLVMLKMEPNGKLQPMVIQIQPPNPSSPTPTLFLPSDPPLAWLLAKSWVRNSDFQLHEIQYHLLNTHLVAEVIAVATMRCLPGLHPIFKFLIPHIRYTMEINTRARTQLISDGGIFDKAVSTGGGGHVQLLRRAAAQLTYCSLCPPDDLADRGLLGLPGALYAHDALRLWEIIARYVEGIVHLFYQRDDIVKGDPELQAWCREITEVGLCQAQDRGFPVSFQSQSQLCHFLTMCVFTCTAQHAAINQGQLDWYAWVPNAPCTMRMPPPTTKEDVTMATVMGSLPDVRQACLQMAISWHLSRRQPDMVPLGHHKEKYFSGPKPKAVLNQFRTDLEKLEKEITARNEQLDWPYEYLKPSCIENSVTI
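Hydroperoxide output read as Fe(III)-xylenol orange absorbance, 573-to-405 nm ratio, after 30 min reaction with 40 uM arachidonic acid. Enzyme: 150 nM purified human 12hLO, 15 min compound preincubation; 25 mM Hepes pH 7.0, room temperature.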
ALOX15B inhib = inhibitors of human 15-lipoxygenase 2 (ALOX15B); O15296; Potency, µM (highest dose often 57.1 µM), for the others: at the highest dose activity change, negative = inhibition, usual class: inhibitors; 110,000 tested, 0.56% active; purified 15hLO-2, xylenol orange hydroperoxide absorbance; further: potency means the concentration at half of the fitted maximal effect; nearly all actives have a fitted effect of over 60% in size; many of its hits are not listed in these tables
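Purified human 15hLO-2 (50 nM final) preincubated with compounds 15 min at room temperature in 25 mM Hepes pH 7.5, 0.01% Triton X-100, then 45 uM arachidonic acid added for 90 min; hydroperoxide detected via ferrous/xylenol orange, 573/405 nm absorbance ratio.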
PNC assembly inh = blocks assembly of the perinucleolar compartment | AID 2417 | PC3M PTB-GFP, PNC prevalence imaging, 16 h; stronger effect = lower value | activity change (PNC), negative = inhibition, % at 10 µM | 140,000 tested, 3.1% active;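 active means readout at or below -70, meaning at least 70% loss of cells showing the perinucleolar compartment, a nuclear body marking cancer cells; inconclusive means readout between -30 and a set limit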;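 further: plate controls were DMSO wells for no effect and camptothecin positive control wells for full effect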
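Read-out is percentage of cells bearing a perinucleolar compartment, from automated 20x imaging of fixed, Hoechst-stained PC3M PTB-GFP cells. Cells were seeded 4 h, then exposed 16 h to compound (23 nl of library stock) in duplicate plates.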
IMPase inh = IMPase inhibition in cells; P97697; CHO-M1 cells, IP1 accumulation, HTRF TR-FRET ratio; inhibition (IP1 accumulation), % at 46.1 µM; 120,000 tested, under 10 active; active means well fitted curve in the direction sought with a large enough effect in the signal ratio, not every such curve was filed as active; inconclusive means small, poorly fitted or top-dose-only effect, or a change in a side signal; inactive means no such curve, though single readings can be large or run the other way; the % refers to the signal ratio;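 further: cells stimulated with carbachol in lithium chloride buffer; plate controls were DMSO basal wells for no effect and reference inhibitor wells for full effect; higher means more IMPase inhibition seen as more IP1 and lower FRET ratio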
Target sequence (P97697 whole entry, looked up): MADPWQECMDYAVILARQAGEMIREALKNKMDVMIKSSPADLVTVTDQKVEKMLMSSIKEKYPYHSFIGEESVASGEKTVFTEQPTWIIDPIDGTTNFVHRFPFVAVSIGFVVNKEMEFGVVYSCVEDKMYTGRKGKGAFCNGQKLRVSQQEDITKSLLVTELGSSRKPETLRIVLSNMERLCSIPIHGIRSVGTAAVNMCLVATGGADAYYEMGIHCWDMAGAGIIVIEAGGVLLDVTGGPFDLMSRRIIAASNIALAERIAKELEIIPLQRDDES
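The IP-One HTRF competitive assay in carbachol-stimulated CHO-M1 cells quantifies cellular IP1. Compounds spanned up to 46 uM final, and activity is expressed as AC50 from concentration-response fits of the ratio and donor data.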
* marks the source's active call; other numbers are inactive results; ? = inconclusive; · = no result given; [ ] = remark or other dose. Unless noted, the call rests on the fitted dose curve; in most records, active means well fitted curve in the direction sought with a large enough effect; inconclusive means small, poorly fitted or top-dose-only effect, or another doubt; inactive means no such curve, though single readings can be large; an effect the other way counts as inactive or inconclusive. Unless noted, on the % scale 0 is the no-effect control and ±100 the full control effect. A portion of the library; count on the stated rates, not on these rows.

mol,IMPase inh,PNC assembly inh,ALOX15B inhib,ALOX12 inhib
Cc1ccc(CNC(=O)C2CCCN(C(=O)N(C)C)C2)cc1 (stereo not drawn),5,31,-3%,3%
COc1ccc(CC(=O)NC2=NCCS2)cc1,-6,9,4%,-4%
Cc1ccc(-c2ccc(CCC(=O)O)n2CC2CCCO2)cc1 (stereo not drawn),2,12,-7%,-2%
Oc1ccc(CN2CCCc3ccccc32)c2cccnc12,14,?,27%,?
CS(=O)(=O)N1CCCC(C(=O)NCCCN2CCC(Cc3ccccc3)CC2)C1 (stereo not drawn),14,?,7%,-1%
Cc1ccc(C(=O)NNc2cc(N3CCCC3)nc(N3CCCC3)n2)cc1,4,-7,45%[activator],-7%
O=C(Cn1c(C(F)(F)F)nc2ccccc21)c1ccc(Br)cc1,22,2,5%,-11%
CCOc1ccc(Nc2c3c(nc4ncnn24)CC(C)CC3)cc1 (stereo not drawn),-3,?,-1%,-3%
Cc1ccc(-n2c(SCC(=O)NCCN3C(=O)CSC3=O)nnc2-c2cccc(C)c2)cc1,·,12,·,0%
CC(C)Sc1nc(NCc2ccco2)c2c3c(sc2n1)COC(C)(C)C3,8,?,-8%,-14%
O=C(CSc1nc2ccccc2s1)N1CCOCC1,-8,16,-4%,-1%
COc1cccc(CNc2ccc(Br)cn2)c1O,10,48,12%,-2%
COCCNC(=O)c1c[nH]c2ccc(S(=O)(=O)N3CCC4(CC3)OCCO4)cc2c1=O,-3,?,-1%,0%
CCC1=C2CC[C@H]3C(=O)N(c4ccccc4)C(=O)[C@H]3[C@H]2[C@@]2(Cc3ccccc3)C(=NCCOC)OC(=O)N2C1=O,·,·,3%,4%
CCOc1ccc(-n2c(C)nc3c(cnn3-c3ccc(Cl)cc3)c2=O)cc1,0,-5,-2%,5%
CC1=NN(c2ccccc2)C(=O)/C1=C\N1CC(C)OC(C)C1 (stereo not drawn),-14,33,-6%,0%
Cc1nc2ccccc2n1/C(=N/S(=O)(=O)c1ccc(Br)cc1)c1ccccc1,-3,-100*,·,12%
O=S(O)O.O=S(O)O.[Co].[NH2-].[NH2-].[NH2-].[NH2-],·,·,-3%[11.4 µM],-1%[11.4 µM]
CCOC(=O)c1nc(N)c(=O)n(-c2ccccc2)n1,-7,-2,6%,2%
CC(=O)N1N=C(c2ccc(Cl)cc2)OC1(C)C,·,59,·,-7%
COc1ccc(C2C(C(C)=O)=C(O)C(=O)N2Cc2cccnc2)cc1 (stereo not drawn),-16,-10,·,3%
COc1ccc(CN=C2NC(=O)CC(C(=O)Nc3ccc([N+](=O)[O-])cc3C)S2)cc1 (stereo not drawn),·,-15,·,-1%
COc1ccc(/C=C2/CCc3ccccc3C2=O)cc1CN1CCOCC1,·,34,·,0%
O=C(CN1CCOCC1)OCCCC1CCCCC1,-1,84,9%,-3%
CCOC(=O)C1C(c2ccc3c(c2)OCO3)NC(=O)NC1(O)C(F)(F)F (stereo not drawn),2,41,7%,2%
CCn1nc2cc(C(=O)NCCc3cccs3)ccc2c1OC,12,-13,-4%,1%
O=C1c2cccc3c([N+](=O)[O-])ccc(c23)C(=O)N1c1ccccn1,?,-105*,?,12%
CN(CC(=O)Nc1ccc(S(=O)(=O)N2CCCC2)cc1)Cc1ccc(Cl)cc1,·,12,·,-1%
CC1Cc2nc(SCC(=O)NCc3ccco3)n(Cc3ccccc3)c(=O)c2S1 (stereo not drawn),1,?,·,1%
Cn1c(SCC(=O)Nc2nccs2)nnc1-c1ccncc1,-8,-6,5%,1%

Whole records, looked up by structure:
`CC1Cc2nc(SCC(=O)NCc3ccco3)n(Cc3ccccc3)c(=O)c2S1` (stereo not drawn) reads IMPase inh: 1; PNC assembly inh: ?; ALOX15B inhib: ·; ALOX12 inhib: 1%
`CCn1nc2cc(C(=O)NCCc3cccs3)ccc2c1OC` reads IMPase inh: 12; PNC assembly inh: -13; ALOX15B inhib: -4%; ALOX12 inhib: 1%
`O=C1c2cccc3c([N+](=O)[O-])ccc(c23)C(=O)N1c1ccccn1` reads IMPase inh: ?; PNC assembly inh: -105*; ALOX15B inhib: ?; ALOX12 inhib: 12%

Remaining list, next part:
mol,IMPase inh,PNC assembly inh,ALOX15B inhib,ALOX12 inhib
CCOC(=O)c1c(C)n(C)c2ccc(OC)c(NC(=O)CN3CCCCC3)c12,2,70,-3%,-3%
O=S1(=O)NC(=NC2CCCCCC2)c2ccccc21,3,10,0%,-1%
COC(=O)N1CCC2(CC1)CN(C(=O)Nc1ccccc1)C2,·,·,5%,1%
Cc1ccc(/C=C/C(=O)N2CCc3ccccc3C2)cc1,4,8,7%,-3%
CN(C)CCN(Cc1ccccc1)c1ccnc(N(C)C)c1C#N,3,?,2%,-3%
C#CC(CC)(CC)NC(=S)Nc1ccc(S(N)(=O)=O)cc1,·,26,·,-1%
CCOc1cc(S(=O)(=O)NC2CCCC2)ccc1Cl,-4,?,3%,4%
COc1cc(NC(=O)CSc2nnc3n2C(C)(C)Cc2ccccc2-3)cc(OC)c1,-8,8,-3%,-5%
Cc1cccc(C(=O)Nc2cccc(-c3cnc4ccccc4n3)c2)c1,0,22,-2%,2%
COc1ccc(NC(=O)Nc2ccc3nccnc3c2)cc1,6,-28,-3%,-4%
O=C(c1ccco1)N(Cc1cccs1)C1CCS(=O)(=O)C1 (stereo not drawn),14,38,0%,6%
O=C(OCN1C(=O)c2ccccc2C1=O)C1CCCCC1,-2,-14,3%,6%
COc1ccc(NC(=O)CCCC2=NS(=O)(=O)c3ccccc3N2)cc1,·,37,·,2%
N#CCCn1c(-c2nonc2NC(=O)c2ccccc2Cl)nc2ccccc21,2,-7,-3%,-7%
Cc1ccc(C)c(Cn2nnc3c(=O)[nH]c(C(=O)NCc4ccco4)nc32)c1,6,31,-5%,-17%
CCCOc1ccccc1N/C(=N/c1nc(C)cc(C)n1)NC(=O)COc1ccc(OC)cc1,4,11,25%,6%
Cc1cc(C)nc(NS(=O)(=O)c2ccc(N)cc2)n1,4[20.6 µM],4,-6%,-1%
Cc1cnc(NC(=O)c2cc3c(C)nn(Cc4ccccc4Cl)c3s2)s1,·,-2,·,1%
CN1C(=O)c2oc3ccc(Br)cc3c(=O)c2C1c1ccncc1 (stereo not drawn),-4,?,-13%,-11%
CC(=O)OCCNc1cc(Sc2nc3ccccc3[nH]2)c2nonc2c1[N+](=O)[O-],-3,-19,·,-22%
COc1cc2c(cc1OC)C(COc1ccc3c(C)cc(=O)oc3c1)N(C(=O)c1ccco1)CC2 (stereo not drawn),-10,?,·,-1%
COc1cccc(-c2noc(-c3cccs3)n2)c1,-6,2,6%,-2%
c1cncc(-c2ccnc3ncnn23)c1,·,12,·,0%
CS(=O)(=O)Nc1ccc2c(c1)C(=O)OC2,4,6,-1%,-2%
CCOc1ccc(Cl)cc1/C=N/NC(=O)CNC(=O)c1ccccc1,·,-16,·,-3%
O=C(Cn1cnc2cc(Cl)ccc2c1=O)Nc1ccc2c(c1)OCO2,2,12,-11%,-6%
O=C(Cn1cnc2ccccc2c1=O)c1ccccc1,13,-25,·,0%
COc1cc(NC(=O)c2cccs2)c(C(=O)OCC(=O)NC(=O)NC(C)(C)C)cc1OC,3,-98*,-29%,-3%
O=P(O)(O)O[C@@H]1[C@H](O)[C@H](O)[C@@H](OP(=O)(O)O)[C@H](OP(=O)(O)O)[C@H]1O,·,·,0%[0.0915 µM],-2%[0.00818 µM]
Cc1cccc(CSc2cccc3cccnc23)c1,-1,43,5%,0%
COC(=O)c1ccc(-n2cncn2)c(F)c1,-1,?,3%,1%
Cc1nc2cccc(C(=O)NC3CCCCC3)c2o1,0,39,-8%,-2%
Cc1ccc(N2C(=O)C(Cl)=C(N3CCOCC3)C2=O)cc1Cl,·,28,·,-4%
O=C(CSc1nc2ccccc2s1)N1c2ccccc2Sc2ccccc21,0,?,?,-6%
O=C(Cc1ccccc1)NNC1CC(=O)N(c2ccc(Br)cc2)C1=O (stereo not drawn),·,6,·,-3%
CCCCSCc1ccc(C(=O)O)o1,-10,-16,·,3%
CCn1cc(C(=O)NCc2cccs2)c(=O)c2ccc(C)nc21,12,-14,-1%,5%
COc1cc(-c2nn3c(-c4cccc(C)c4)nnc3s2)cc(OC)c1OC,16,24,-4%,-16%
O=C(N/N=C/c1ccccc1)NC1CCCCC1,1,-16,·,0%
Cc1c(Cl)cccc1NC(=O)c1cccc(OC(F)F)c1,0,22,7%,-5%
COc1ccc(C2=Nn3c(nnc3-c3ccccc3OC)SC2)cc1OC,7,21,-12%,4%
COc1ccc(-c2cn3cccnc3n2)cc1NC(=O)CC(C)C,-10,18,-6%,1%
O=C1C2C(c3ccccc3)C=CC(c3ccccc3)C2C(=O)N1C1CCCCC1 (stereo not drawn),1,12,-4%,-2%
Cc1ccccc1C(=O)Nc1ccc(N2CCOCC2)nc1,3,-22,-1%,-1%
CC(C)OC(=O)C1=C(N)N2C(=O)CSC2=C(C(=O)OC(C)C)C1,-11,-21,-17%,-6%
CCNC(=O)CN1C(=O)NC2(CCCCCC2)C1=O,0,15,-2%,5%
CCOC(=O)N1CCN(C(=O)Nc2ccc(Cl)cc2)CC1,-7,33,2%,0%
O=C(CN1CCN(S(=O)(=O)c2ccc(Cl)s2)CC1)NCc1ccc(Cl)cc1,10,-27,21%,-14%
COC(=O)/C=C1\S/C(=N/N=C/c2ccccc2)NC1=O,13,-4,·,-6%
C=C1CCC2C(CC2(C)C)C(=O)CCC1O (stereo not drawn),·,·,5%,1%
Cc1cccc(N2C(=O)CN(Cc3sccc3C)C2=S)c1,·,-16,·,-2%
COc1cc(N2CCCC2)c(OC)cc1/C=C1/NC(=S)NC1=O,·,?,·,-2%
Cc1cccc2cc(CN(Cc3ccccc3)C(=O)N(C)C)c(=O)[nH]c12,-2,?,-5%,-2%
O=c1c2c(ncn2C2CCCC2)n(Cc2ccccc2)c(=O)n1CCOc1ccccc1,16,-27,·,-7%
CCOc1ncccc1C(=O)OCc1cn2cc(Cl)ccc2n1,-15,6,-9%,-6%
N#Cc1c(NC(=O)c2cccnc2)sc2c1CCC2,4,-10,-6%,-16%
O=C(O)CCC(=O)OC[C@@H](NC(=O)C(Cl)Cl)C(O)c1ccc([N+](=O)[O-])cc1 (stereo partly drawn),·,·,-7%,-3%
O=C(Oc1ccccc1)c1cccc(COC(=O)c2cnccn2)c1,16,6,-3%,0%
CCOc1cc(-c2c(C#N)c(N)nc3c2CCCC3C)ccc1O (stereo not drawn),-2,40,0%,-13%
O=C(c1ccc(Cl)cc1)c1coc2ccc(O)cc12,-5,6,-3%,-12%

The results go on.
mol,IMPase inh,PNC assembly inh,ALOX15B inhib,ALOX12 inhib
CCc1cccc(CC)c1NC(=S)NCc1ccc2c(c1)OCO2,·,?,·,-5%
c1ccc(-c2nc(N3CCCCC3)nc3ccccc23)cc1,11,-18,·,2%
O=C(CCCSc1nnnn1-c1ccccc1)c1ccc(F)cc1,-4,-22,-3%,-3%
O=C1c2oc3ccccc3c(=O)c2C(c2cccc(O)c2)N1c1ccccn1 (stereo not drawn),5,-25,5%,-7%
Cn1c(=O)c2c(nc(N3CCOCC3)n2CCSc2ncccn2)n(C)c1=O,-5,13,-4%,5%
COc1cccc(/C=N\NC(=O)C2C(=O)NCC2c2ccccc2)c1O (stereo not drawn),4,0,-6%,-16%
Cc1c(NC(=O)CSc2nccn2C)c(=O)n(-c2ccccc2)n1C,-3,20,-2%,7%
